# Compound activity (PubChem BioAssay)
# Anesthetic bind: candidate novel general anesthetic via apoferritin binding; apoferritin/1-aminoanthracene competitive binding, fluorescence; Potency, µM (doses to about 77.5 µM), for inactives: at the highest dose activity change, negative = displacement, hits mostly inhibitors; actives 0.074% (n = 350,000); AID 485281; also: potency is read from the fitted curve at half-maximal effect; % is scaled to controls: 0 for no effect and ±100 for the full control effect; nearly all actives have a fitted effect of over 20% in size
# Target sequence (P02791 2-175 limits assumed): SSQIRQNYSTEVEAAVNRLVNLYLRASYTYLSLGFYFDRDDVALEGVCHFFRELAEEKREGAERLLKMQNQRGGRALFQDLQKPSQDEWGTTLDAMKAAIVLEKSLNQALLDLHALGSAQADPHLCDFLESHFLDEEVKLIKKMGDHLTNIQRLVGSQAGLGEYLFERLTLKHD
#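 Concentration-response curves derived by four-parameter Hill fitting of normalized fluorescence, where compounds displaced 1-AMA from 10 uM horse apoferritin following a brief 10 min room-temperature incubation; propofol titration acted as positive control.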
# Pol kappa inh: DNA polymerase kappa (human) inhibition | Q9UBT6 | Potency, µM (top dose mostly 107 µM), for inactives: at the top dose activity, negative = inhibition, most hits filed as inhibitors | purified Pol kappa, fluorescent DNA synthesis assay, 10 min | actives 0.53% (n = 400,000); also: potency is read from the fitted curve at half-maximal effect; % is scaled to controls: 0 for no effect and ±100 for the full control effect
#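 Kinetic fluorescence screen: compound preincubated 15 min RT with 10 nM enzyme; 50 nM substrate (final) initiates; reads at 0/10 min.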
# RGS4 inhibitor: human RGS4 inhibition | P49798 | Transcreener GDP fluorescence polarization, RGS4-accelerated GTP hydrolysis | Potency, µM (highest dose often 114 µM), for inactives: at the highest dose activity change, negative = inhibition, actives largely listed as inhibitors | actives 0.039% (n = 390,000); also: potency is read from the fitted curve at half-maximal effect; % is scaled to controls: 0 for no effect and ±100 for the full control effect; nearly all actives have a fitted effect of over 75% in size; some results filed as inactive show a strong effect at the top dose
# Target sequence (P49798 whole entry, looked up): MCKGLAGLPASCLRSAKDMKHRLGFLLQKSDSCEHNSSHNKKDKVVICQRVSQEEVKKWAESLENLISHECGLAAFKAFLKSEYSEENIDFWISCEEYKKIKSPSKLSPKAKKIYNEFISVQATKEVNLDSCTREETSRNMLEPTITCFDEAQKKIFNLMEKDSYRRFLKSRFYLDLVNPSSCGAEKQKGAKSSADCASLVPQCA
#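 MLSMR compounds (23 nl, pin-transferred) preincubated 10 min at room temperature with a 500nM (2x) first reagent, then RGS4 at 900nM (2x) plus Transcreener GDP mix added; fluorescence polarization (620/688 nm) read before and after 90 min at 30 °C.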
# APEX1 inh: APE1 (human) endonuclease inhibition; Potency, µM (series often up to 65.8 µM), without a hit: top-dose activity change, negative = inhibition, usual class: inhibitors; AID 2517; P27695; actives 0.35% (n = 350,000); recombinant APE1, TAMRA/BHQ-2 abasic DNA cleavage fluorescence;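 also: potency is read from the fitted curve at half-maximal effect; plate controls were vehicle for no effect and reference inhibitor for full effect; nearly all actives have a fitted effect of over 55% in size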
#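 0.75 nM APE1 + cpd, 15 min RT; start w/ 50 nM TAMRA/BHQ-2 THF-abasic dsDNA; kinetic fluor 525/598 nm ×3 reads @60 s; Δ(read3−read1); normalized to DMSO and NSC13755 control wells.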
# POLB inh: blocks human DNA polymerase beta activity. P06746. Pol beta primer extension/strand displacement, fluorescence kinetic. Potency, µM (doses to about 114 µM), without a hit: at the top dose activity change, negative = inhibition, usual class: inhibitors. actives 1.3% (n = 340,000). AID 485314; also: potency is read from the fitted curve at half-maximal effect; % is scaled to controls: 0 for no effect and ±100 for the full control effect
#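 Reaction started by 50 nM substrate onto compound-treated Pol beta (10 nM, 15 min preincubation, room temperature); plates read at 0 min and 10 min. Normalized concentration-effect data fitted by four-parameter Hill equation.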
# 12-LOX inh: ALOX12 (human) lipoxygenase inhibition | P18054 | purified 12hLO, xylenol orange hydroperoxide absorbance | Potency, µM (top dose mostly 108 µM), inactives show top-dose activity change, negative = inhibition, most hits filed as inhibitors | actives 1.1% (n = 580,000) | AID 1671190; also: potency is read from the fitted curve at half-maximal effect; % is scaled to controls: 0 for no effect and ±100 for the full control effect
# Target sequence (P18054 whole entry, looked up): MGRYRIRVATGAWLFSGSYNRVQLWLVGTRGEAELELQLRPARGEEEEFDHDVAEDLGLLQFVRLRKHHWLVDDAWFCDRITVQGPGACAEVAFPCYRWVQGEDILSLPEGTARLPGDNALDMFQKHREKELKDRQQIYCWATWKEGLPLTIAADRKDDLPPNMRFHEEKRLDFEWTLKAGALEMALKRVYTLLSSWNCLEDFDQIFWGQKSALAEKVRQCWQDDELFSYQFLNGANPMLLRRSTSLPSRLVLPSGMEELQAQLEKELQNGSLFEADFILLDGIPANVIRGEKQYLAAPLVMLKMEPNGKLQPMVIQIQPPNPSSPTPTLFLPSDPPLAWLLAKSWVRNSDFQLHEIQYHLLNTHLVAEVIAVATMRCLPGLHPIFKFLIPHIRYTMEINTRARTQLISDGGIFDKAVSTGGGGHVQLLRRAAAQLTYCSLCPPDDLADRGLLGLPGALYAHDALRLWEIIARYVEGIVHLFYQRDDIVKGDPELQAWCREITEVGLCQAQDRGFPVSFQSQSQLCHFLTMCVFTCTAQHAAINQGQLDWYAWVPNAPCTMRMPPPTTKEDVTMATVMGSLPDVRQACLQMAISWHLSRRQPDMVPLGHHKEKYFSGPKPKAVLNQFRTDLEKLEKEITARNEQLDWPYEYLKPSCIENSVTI
#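 Purified human 12hLO (150 nM final) in 25 mM Hepes, 0.01% Triton X-100, pH 7.0 was preincubated 15 min at room temperature with compound. Then 40 uM arachidonic acid was added, 30 min. Hydroperoxide was read by Fe-XO absorbance ratio 573/405 nm.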
# Pol eta inh: inhibitors of human DNA polymerase eta; actives 1.2% (n = 390,000); recombinant Pol eta, fluorescent DNA replication assay; AID 588591; Potency, µM (doses to about 114 µM), for inactives: at the top dose activity change, negative = inhibition, most hits filed as inhibitors; also: potency is read from the fitted curve at half-maximal effect; % is scaled to controls: 0 for no effect and ±100 for the full control effect
#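 Pol eta (10 nM) was preincubated with compounds for 15 min at room temperature, after which fluorescent replication substrate (50 nM final) was added to start the reaction. Fluorescence was read kinetically at 0 and 10 min.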
# LDHA block: blocks human lactate dehydrogenase A; P00338; purified LDHA, NADH/diaphorase-resazurin fluorescence; hits give low values; activity change, % (values are at about 110 or 230 µM); actives 0.15% (n = 480,000); in the data active = activity change below about -30%; inconclusive = mostly about -25% to -30%;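 also: plate controls were DMSO wells for no effect and wells without enzyme for full effect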
#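 Human LDH5 (2 nM) was incubated with 0.06 mM NADH and 0.2 mM pyruvate for 5 min at room temperature in Tris pH 7.4. Remaining NADH was coupled through diaphorase/resazurin, and resorufin fluorescence was read at 0 and 20 min.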
# ERG-DNA inh: blocks human ERG Ets domain binding to DNA; Potency, µM (series often up to 76.9 µM), without a hit: top-dose FP activity, negative = inhibition, usual class: inhibitors; fluorescence polarization, His-ERG Ets domain / labelled DNA; actives 0.028% (n = 370,000); AID 624246; active = well fitted inhibition curve with a large enough effect in the polarisation, with a control signal flat; inconclusive = small, poorly fitted or top-dose-only effect, or effect the other way, or a change in a side signal; inactive = no such curve, though single readings can be large or run the other way; the % refers to the polarisation;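 also: polarization taken with two DNA probes labelled with fluorescein and Texas red; potency is read from the fitted curve at half-maximal effect; % of control where 0% means no effect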
#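 His-tagged ERG Ets domain (1 uM in the protein solution; 300mM KCl, 50mM Tris-HCl, 1mM EDTA, 1mM DTT, pH 7.5) received compound, then a probe mix of 5 nM fluorescein-DNA and 100nM Texas-615-DNA. Fluorescence polarization was read for both dyes.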
# * hit, by the source's call; i = inactive; ? = inconclusive; nt = no result given; & = joins results of further samples; [ ] = dose if it differs, or a comment. Unless noted, calls follow the shape of the dose curve; as a rule, active = well fitted curve in the direction sought with a large enough effect; inconclusive = small, poorly fitted or top-dose-only effect, or another doubt; inactive = no such curve, though single readings can be large; an effect the other way counts as inactive or inconclusive. Some of the compounds tested. The share of hits here may be higher or lower than overall.
1: CCOc1cc(C(=O)OCc2cc(=O)n3nc(C4CC4)sc3n2)cc(OCC)c1OCC
2: Cc1cc(Cl)ccc1NC(=O)CCN1C(=O)NC(C)(C)C1=O
3: CCOc1ccccc1Nc1nc(N)nc(CSc2nncn2C)n1
4: CCOC(=O)c1nccnc1C(=O)Nc1ccc(C(F)(F)F)cc1
5: Cc1noc(C)c1NC(=O)Nc1ccc2c(c1)C(=O)N([C@H](C)CO)C[C@H](C)[C@@H](CN(C)C(=O)Nc1ccc(C(F)(F)F)cc1)O2
6: CCN(CC)C(=O)C1CCN(S(=O)(=O)c2ccc3c(c2)CCCN3C(=O)C2CCC2)CC1
7: CCOC(=O)c1ccc(N(CC2CO2)S(=O)(=O)c2ccc(C)cc2)cc1 (centres undefined)
8: COc1ccc(/C(N)=N/OC(=O)Oc2ccccc2)cc1

compound no.	1	2	3	4	5	6	7	8
Anesthetic bind	-6%	nt	-5%	-19%	nt	-7%	nt	-10%
Pol kappa inh	0%	7%	-14%	0%	-10%	-22%	6%	-12%
RGS4 inhibitor	-11%	-13%	9%	0%	25%	2%[11.4 µM]	-2%	-3%
APEX1 inh	nt	-3%	3%	15%	-6%	-16%	nt	-6%
POLB inh	-12%	nt	-15%	0%	nt	11%	nt	-7%
12-LOX inh	-6%&-9%	374%[activator]	-36%	0%	-10%	0%	-23%	?
Pol eta inh	-3%	-12%	5%	3%	-8%	-17%	-6%	-10%
LDHA block	-17&-4	2	-13	-9	0	-5	-8	-7
ERG-DNA inh	-3%	1%	-1%	13%	-4%	-4%	5%	-7%

9: Cc1ccc(OCC(=O)Nc2ccc(F)cc2)cc1
10: N#CC1(C#N)CC(C=O)=C(N)C1(C#N)CC(=O)c1ccc(F)cc1 (centres undefined)
11: C/C(=N\NC(=S)NCCc1ccccc1)c1cccc(Br)c1
12: CCOC(=O)c1c(/N=C/N(C)C)sc2c1CCC2
13: c1ccc(C2=NC(c3ccccc3)N=C(c3ccccc3)N2)cc1
14: O=C(CO/N=C/c1ccccc1O)N1CCc2ccccc21
15: N#Cc1cc([N+](=O)[O-])ccc1NC(=O)COC(=O)CCC1CCCCC1
16: NC(=O)COC(=O)c1cc(-c2ccco2)nc2ccccc12

compound no.	9	10	11	12	13	14	15	16
Anesthetic bind	-5%	64%[activator]	-6%	-1%	-12%	-13%	32µM*	260%[activator]
Pol kappa inh	-6%	0%	-13%	-25%	-7%	-17%	nt	?
RGS4 inhibitor	-2%	-29%[11.4 µM]	5%	4%	1%	21%	nt	12%
APEX1 inh	-4%	-4%	21%	1%	4%	-1%	-7%	?
POLB inh	0%	-1%	?	11%	15%	1%	3%	?
12-LOX inh	10%	?	45µM*	-2%	187%[activator]	-1%	7%	28µM*
Pol eta inh	-7%	-7%	-5%	-14%	-3%	-12%	nt	45µM*
LDHA block	-9	19	-3	-6	-7	1	nt	-18
ERG-DNA inh	3%	18%	-6%	-2%	3%	1%	nt	3%

17: COc1ccccc1NC(=O)CCc1c(C)nc2c(-c3ccc(F)cc3)c(C)nn2c1C
18: CC(=O)OCC1=C(C(=O)O)N2C(=O)C(NC(=O)CC(C)c3ccccc3)C2SC1 (centres undefined)
19: CCOC(=O)c1c(-c2ccccc2)oc2cc(CN(C)C)c(O)c(CN(C)C)c12
20: O=S(=O)(Nc1ccc(-c2ccc3nncn3n2)cc1)c1ccccc1Cl
21: Cc1ccc(CNC(=O)c2ccc3c(c2)nc(C)n3-c2cc(C)cc(C)c2)cc1
22: CCC1CCCCN1C(=O)CSc1nnc(-c2ccc3c(c2)OCCO3)o1 (centres undefined)
23: Cc1ccccc1C(=O)NC1CCN(Cc2ccccc2)CC1
24: COc1ccc(-c2[nH]ncc2CN2CCN(C(=O)c3ccco3)CC2)cc1F

compound no.	17	18	19	20	21	22	23	24
Anesthetic bind	-8%	nt	nt	nt	7%	?	-1%	-11%
Pol kappa inh	-15%	-44%	-4%	-3%	-13%[60.1 µM]	0%	-3%	-11%
RGS4 inhibitor	4%	-19%	15%	-3%	7%	9%	-12%	34%
APEX1 inh	-5%	-3%	nt	25%	nt	-1%	10%	-2%
POLB inh	2%	nt	nt	nt	9%	-19%	44%[activator]	-16%
12-LOX inh	-9%	?	-26%	0%	-16%	i	-3%	-3%
Pol eta inh	-17%	22µM*	-15%	-12%	-2%	-18%	-24%	0%
LDHA block	-7	-1	8	-4	-4	-2	-7	2
ERG-DNA inh	4%	12%	2%	-1%	9%	-2%	0%	4%

25: COc1ccccc1Nc1c2c(nc3ccc(NC(=O)/C=C/c4cc(OC)c(OC)c(OC)c4)cc13)CCCC2
26: COc1ccc(C)cc1S(=O)(=O)N1CCN(S(=O)(=O)c2cc(C)ccc2OC)CC1
27: COc1ccc(OC)c(S(=O)(=O)Nc2ccc3c(c2)N(C(C)=O)CCC3)c1
28: CCOCCCNC(=O)C(c1ccc(C)cc1)N1CCOCC1 (centres undefined)
29: CCc1ccc(CNC(=O)c2cnc3c(C)cccn3c2=O)cc1
30: O=C(c1cccc(S(=O)(=O)N2CCOCC2)c1)N(Cc1ccc(F)cc1)Cc1ccco1
31: CCOP(=O)(CC(C(C)=O)C(O)c1ccccc1)OCC (centres undefined)
32: COC(=O)c1ccc(CSc2nnc(NC(C)C)s2)o1

compound no.	25	26	27	28	29	30	31	32
Anesthetic bind	?	-9%	nt	-3%	-8%	-14%	0%[15.3 µM]	-7%
Pol kappa inh	-43%	-5%	-7%	8%	7%[60.1 µM]	-18%	-9%	-11%
RGS4 inhibitor	?	-3%[11.4 µM]	-32%	-7%	18%	0%	3%	1%
APEX1 inh	nt	-2%	41%	-5%	nt	2%	14%[12.4 µM]	-2%
POLB inh	-13%	1%	nt	1%	30%	-11%	17%	1%
12-LOX inh	?	0%	-1%	-1%	-20%	-8%	0%	-1%
Pol eta inh	-19%	-18%	-15%	-16%	-4%	-24%	-14%	-13%
LDHA block	0	-1	8	0	-2	-3	-15	-7
ERG-DNA inh	?	11%	-2%	-14%	1%	2%	4%	-6%

# Entries listed so far that contain a CF3 group (2):
4: CCOC(=O)c1nccnc1C(=O)Nc1ccc(C(F)(F)F)cc1
5: Cc1noc(C)c1NC(=O)Nc1ccc2c(c1)C(=O)N([C@H](C)CO)C[C@H](C)[C@@H](CN(C)C(=O)Nc1ccc(C(F)(F)F)cc1)O2

compound no.	4	5
Anesthetic bind	-19%	nt
Pol kappa inh	0%	-10%
RGS4 inhibitor	0%	25%
APEX1 inh	15%	-6%
POLB inh	0%	nt
12-LOX inh	0%	-10%
Pol eta inh	3%	-8%
LDHA block	-9	0
ERG-DNA inh	13%	-4%

# More compounds:
33: O=C(COC(=O)COc1ccc(Br)cc1)NCC1CCCO1 (centres undefined)
34: Cc1ccc(S(=O)(=O)N2CCC(C(=O)OCC(=O)NCCc3ccccc3)CC2)cc1C
35: O=C(CSc1ccccc1)Nc1ccc(Cl)c(S(=O)(=O)N2CCOCC2)c1
36: COc1cccc(NC(=O)Nc2ccccc2C(N)=O)c1
37: O=C1c2cccnc2C(=O)N1Cc1ccc(S(=O)(=O)N2CCOc3ccccc32)cc1
38: Cc1nc(N2CCCCCC2)c2ccccc2n1
39: O=C(CNC(=O)c1cccs1)NCCc1ccco1
40: CCOC(=O)c1c(N)sc(C(=O)N2CCCC2)c1C

compound no.	33	34	35	36	37	38	39	40
Anesthetic bind	nt	nt	nt	-2%	-7%	-15%	nt	-2%
Pol kappa inh	-12%	-19%	-9%	-13%	-1%	-8%	-12%	-28%
RGS4 inhibitor	15%	-28%	2%	9%	-15%	30%	-23%	?
APEX1 inh	26%	24%	-3%	-3%	28%	17%	-13%	-3%
POLB inh	nt	nt	nt	-20%	26%	4%	nt	1%
12-LOX inh	-7%	-1%	-26%	8%	-2%	-39%	?	-7%
Pol eta inh	-18%	-6%	-7%	-9%	-11%	-5%	?	-15%
LDHA block	-1	-2	-8	-8	-1	-13	1	2
ERG-DNA inh	1%	9%	-10%	-9%	12%	-11%	nt	2%

41: O=C(CCn1cnc2onc(-c3ccc(F)cc3)c2c1=O)N1CCN(c2ccccc2F)CC1
42: Cc1cc(C)c2c(=O)c(/C=C3\NC(=S)NC3=O)coc2c1
43: CCC(=O)c1ccc(OCC(=O)OCC(=O)NC2CCCC2)cc1
44: Cc1nn(C(C)C(=O)N2CCCCC2)c(=O)c2c1sc1ccccc12 (centres undefined)
45: CC(C)c1ccc(NC(=O)C2CCC(CNS(=O)(=O)c3ccc4c(c3)CCCC(=O)N4)CC2)cc1 (centres undefined)

compound no.	41	42	43	44	45
Anesthetic bind	-12%	-2%	nt	-1%	-3%
Pol kappa inh	-5%	nt	-12%	3%	19%
RGS4 inhibitor	-16%	nt	-15%	-4%	0%
APEX1 inh	nt	0%	-7%	0%	nt
POLB inh	7%	-9%	nt	10%	14%
12-LOX inh	?	0%	-6%	46%[activator]	-19%
Pol eta inh	-10%	nt	-4%	12%	-12%
LDHA block	-3	nt	-9	0	-6
ERG-DNA inh	1%	nt	0%	6%	21%
